aDG glyco act – activators of alpha-DG glycosylation, primary screen, uHTS, Pro5-aDG cells, AlphaScreen; activation, % at 10 µM; actives 0.22% (n = 360,000); alpha-DG glycosylation AlphaScreen (IIH6); 0% Pro5, 100% B10-LARGE cell signal; AID 624168, 2012;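 active = activation of at least 8% versus controls, or a plate z-score of at least 8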;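 also: Pro5 are CHO cells carrying HIG-tagged alpha-DG that lacks glycosylation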
m5-HT2A agonist – mouse Htr2a agonists via beta-arrestin recruitment, primary screen, cell-based, luminescence; CHO-K1 mHTR2A beta-arrestin complementation; percent of 30 µM serotonin response; activation, % at 7.6 µM; actives 0.66% (n = 360,000); AID 624169, 2012;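 active = activation above a run cutoff, the mean activation of all tested compounds plus 3 SD, cut at about 14% in these data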;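 also: 0% = plate median of compound wells and 100% = 30 µM serotonin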
Granule exo inh – LAMP-1 surface exposure blockers, TALL-104 cells – cell-based, flow cytometry, MLPCN library, primary screen. actives 0.66% (n = 360,000). inhibition, % at 10 µM. AID 651702, 2012. TALL-104 LAMP-1 surface exposure; cells stimulated with thapsigargin and PMA;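 active = inhibition above about 55%, limit read from the data; inconclusive = no clear call, values can overlap the other calls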
ABCB6 inh 2 – ABCB6 transporter inhibitors, primary screen, K562-ABCB6 cells, flow cytometry, MLPCN library; ATP-binding cassette sub-family B member 6 (Homo sapiens), Q9NP58; K562-ABCB6 porphyrin accumulation, 1 h; stronger effect = lower value; fluorescence ratio to DMSO, % at 10 µM; actives 0.19% (n = 360,000); AID 602162, 2011;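 active = fluorescence ratio to DMSO below 75%, the collection mean minus 3 SD; inconclusive = too few cells collected in the well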;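 also: signal is porphyrin accumulated inside mitochondria; 100% equals median channel fluorescence of DMSO control wells; lower ratio means ABCB6 inhibition with less porphyrin fluorescence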
MC4R antagonist – MC4R antagonists of cAMP signaling, primary screen, cell-based, TR-FRET, antagonist arm of biased-ligand search. MC4R-expressing cells, MTII-stimulated cAMP, LANCE TR-FRET. actives 0.48% (n = 360,000). inhibition, % at 6.5 µM. Melanocortin receptor 4 (Homo sapiens), P32245. AID 540295, 2011;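 active = inhibition above its plate's cutoff, the mean of tested wells on that plate plus 3 SD, cut at about 29% in these data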;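 also: 0% = Melanotan II alone and 100% = Melanotan II plus saturating MCL0020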
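material = U2OS cells stably expressing human melanocortin 4 receptor (MC4R) | also added = Melanotan II challenge | dosing = single nominal compound dose of 6.5 µM | detection = TR-FRET with Eu-cAMP and labeled anti-cAMP, 671 nm | replication = singlicate | timing = compound 30 min, challenge 1 h, detection 1 h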
MC4R barr agon – MC4R agonists recruiting beta-arrestin, primary screen, cell-based, luminescence, agonist arm of biased-ligand search | activation, % at 8.9 µM | AID 540308, 2011 | U2OS MC4R beta-arrestin complementation; percent of melanotan II response, DMSO zero | Melanocortin receptor 4 (Homo sapiens), P32245 | actives 0.98% (n = 360,000);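 active = activation above a per-plate cutoff, the mean activation of sample wells on that plate plus 3 SD, cut at about 8% in these data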
hiPSC survival – enhancers of single-cell hiPSC survival, primary screen, ATPlite luminescence. 100% = ROCK inhibitor wells, 0% = DMSO. actives 0.044% (n = 360,000). survival enhancement, % at 20 µM; in the data active = survival enhancement above about 18%;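 also: cells exposed to compounds for 16 hours before the ATP read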
Cardio protect – cardioprotection against H2O2-induced cell death, primary screen, uHTS, H9c2 cells, ATPLite luminescence | protection from H2O2 cell death, % at 20 µM | H9c2 cardiomyocytes, H2O2 injury protection, 2 h | actives 0.63% (n = 360,000);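 active = compounds giving at least 50% protection of heart cells from peroxide-induced death in the single-dose screen, raw or plate-pattern-corrected value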;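 also: 0% = DMSO wells with peroxide and 100% = DMSO wells without peroxide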
N-glyco inh – increase of ERlucT glycosylation luciferase signal, primary screen, N-linked glycosylation inhibitor project, D54 ERlucT cells, luminescence, set 2; D54 ERlucT glycosylation luciferase reporter, 24 h; percent of 100 nM tunicamycin response; actives 0.23% (n = 360,000); AID 588692, 2011; reporter increase, % at 12.5 µM;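 active = mean luciferase reporter signal, scaled so untreated is 0 and the glycosylation-blocking control 100, at or above a set limit in every replicate; inconclusive = mean reaches the limit but not every replicate does; inactive = mean below the limit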;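 also: luciferase carries N-glycosylation sites so blocking glycosylation raises the light; 0% = median of neutral control wells and 100% = median of 100 nM tunicamycin wells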
ABHD5 PLIN5 PPI – ABHD5-PLIN5 interaction inhibitors, primary screen, cell lysate, split luciferase complementation, luminescence. Perilipin-5 (Homo sapiens) + 1-acylglycerol-3-phosphate O-acyltransferase ABHD5 (Homo …. Split G. princeps luciferase complementation, 4 h. inhibition, % at 4 µM. actives 0.78% (n = 360,000). AID 602281, 2012;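 active = inhibition above the mean inhibition across every tested compound plus 3 SD, cut at about 22% in these data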;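 also: 0% = DMSO only wells and the 100% control is not disclosed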
Target sequence (Q00G26 whole entry, looked up): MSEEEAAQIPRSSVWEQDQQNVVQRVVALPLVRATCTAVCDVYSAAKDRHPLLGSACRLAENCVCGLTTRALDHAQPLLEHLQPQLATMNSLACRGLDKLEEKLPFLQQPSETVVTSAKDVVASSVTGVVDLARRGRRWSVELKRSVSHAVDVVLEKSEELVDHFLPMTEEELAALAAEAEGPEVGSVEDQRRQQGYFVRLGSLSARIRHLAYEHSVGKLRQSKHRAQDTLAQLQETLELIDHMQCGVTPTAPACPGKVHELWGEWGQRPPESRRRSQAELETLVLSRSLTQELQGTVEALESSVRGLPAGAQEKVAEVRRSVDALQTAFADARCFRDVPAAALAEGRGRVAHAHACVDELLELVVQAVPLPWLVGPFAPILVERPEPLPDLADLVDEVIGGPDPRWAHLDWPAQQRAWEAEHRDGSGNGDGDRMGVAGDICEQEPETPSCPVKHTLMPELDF
Target sequence (Q8WTS1 whole entry, looked up): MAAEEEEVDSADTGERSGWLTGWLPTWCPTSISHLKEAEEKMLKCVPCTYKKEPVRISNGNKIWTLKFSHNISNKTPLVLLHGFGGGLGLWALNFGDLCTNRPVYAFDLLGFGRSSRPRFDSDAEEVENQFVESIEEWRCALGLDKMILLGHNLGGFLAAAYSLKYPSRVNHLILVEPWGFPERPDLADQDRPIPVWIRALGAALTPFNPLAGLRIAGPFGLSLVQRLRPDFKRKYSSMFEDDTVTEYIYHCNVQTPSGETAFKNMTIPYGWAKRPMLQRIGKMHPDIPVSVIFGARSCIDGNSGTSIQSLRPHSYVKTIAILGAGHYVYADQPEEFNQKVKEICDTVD
Numbers without * were called inactive; ? = inconclusive; . = no result given.

SMILES	aDG glyco act	m5-HT2A agonist	Granule exo inh	ABCB6 inh 2	MC4R antagonist	MC4R barr agon	hiPSC survival	Cardio protect	N-glyco inh	ABHD5 PLIN5 PPI
CC1(C)OC1(C#N)c1ccccc1 (stereo not drawn)	-0.3	9	10	88	5	-1.7	2.8	0	1	3
N#Cc1nc(-c2cccs2)oc1NCC1CCCO1 (stereo not drawn)	-0.2	14	2	98	-4	-1.2	0.1	0	0	2
Cc1noc(C)c1S(=O)(=O)N(Cc1ccccc1)C(C)C	0.0	-2	-2	88	3	0.0	-0.6	1	1	-3
O=C(O)CCc1ccc(-c2cccs2)n1NC(=O)c1ccc(Cl)cc1Cl	-0.2	1	4	79	1	0.9	2.3	2	-1	4
COc1ccc(C)cc1NCc1ccc([N+](=O)[O-])cc1	0.0	-5	-6	95	1	-1.4	-0.3	-7	1	-4
CCOC(=O)c1c(NC(=O)c2cccc([N+](=O)[O-])c2C(=O)O)sc2c1CCCC2	0.0	-6	-11	99	1	-1.9	-0.4	0	0	2
COc1ccc(C)cc1NC(=O)NC(C)c1ccc2c(c1)OCO2 (stereo not drawn)	0.0	-9	-2	100	13	-1.1	2.7	-6	1	-7
Cc1ccc(C2(C)NC(=O)N(CC(=O)NCCC3=CCCCC3)C2=O)cc1 (stereo not drawn)	0.1	2	-1	102	5	0.1	-0.4	-2	3	8
CCOC(=O)C1=C(SCC(=O)Nc2ccccc2)NC(=O)C(C#N)C12CCCCC2 (stereo not drawn)	0.0	-8	2	100	2	-0.9	-0.6	-3	-2	-12
COCCN1C(=O)c2ccccc2C1c1nnnn1-c1ccc2c(c1)OCCO2 (stereo not drawn)	-0.2	-3	-1	98	.	.	0.6	.	.	-5
NS(=O)(=O)c1ccc(CCNC(=O)CCc2ccccc2)cc1	0.0	1	7	98	5	-0.3	-0.6	-3	0	-2
CCC(=O)N1CCN(c2ccc(NC(=O)c3ccc(N4CCCC4)c([N+](=O)[O-])c3)cc2)CC1	0.2	-4	4	100	9	-1.8	-0.1	-2	0	-3
N#CCCN(CC(=O)O)S(=O)(=O)c1ccccc1	0.0	6	0	82	5	0.3	0.3	8	3	-5
CC(Sc1nc(NCc2ccccc2)nc(N(C)C)n1)C(=O)Nc1ccccc1 (stereo not drawn)	0.1	-8	4	96	15	-0.2	-0.1	-5	-7	-2
CC(C)COc1cccc(C(=O)N2CCN(C(=O)c3ccco3)CC2)c1	0.0	4	-13	104	-4	-2.2	-0.6	-4	2	-4
COc1ccc(N(C)S(=O)(=O)c2cccc(C(=O)OCC(=O)NCc3ccccc3OC)c2)cc1	0.1	0	12	97	30*	-1.1	0.9	28	-2	7
CCOC(=O)C1C(=O)NC(c2ccccc2)=NC1c1ccc(O)c(OC)c1 (stereo not drawn)	-0.2	-3	-6	92	2	-0.2	2.6	2	-1	0
COc1ccc(/C=N/NC(=O)c2ccc(-n3cnnn3)cc2)cc1	-0.4	1	3	104	4	-1.5	-0.5	2	0	0
O=C(Nc1ccccc1-c1ccccc1)c1ccco1	0.1	-4	-1	95	-1	-2.8	0.2	0	1	-1
CCCc1nnc(NC(=O)CCC(=O)N2CCN(Cc3ccc(F)cc3)CC2)s1	0.2	2	-7	94	19	-0.2	-0.4	10	0	10
Oc1ccc(C[C@H]2CN([C@@H](Cc3cccc(O)c3)CN3CCC[C@@H]3CN3C(=S)NC[C@@H]3Cc3ccccc3)C(=S)N2CC2CCCCC2)cc1	1.5	-9	25	100	.	.	-3.2	-9	-9	23*
COC(=O)c1nc[nH]c1C(=O)OC	0.0	4	1	99	11	-2.3	3.8	-5	3	-4
Cc1nn(C(C)(C)C)c(OC(=O)c2cccs2)c1Sc1ccccc1	0.5	-3	8	100	21	2.8	0.4	0	7	5
CC(C)(C)C(=O)NC1CCN(CC(=O)Nc2ccc3c(c2)OCO3)CC1	0.0	-2	-17	100	2	-3.2	0.7	-4	0	5
CC(NS(=O)(=O)c1ccc2ccccc2c1)c1ccccn1 (stereo not drawn)	0.0	0	-4	98	4	-0.8	-0.2	2	2	4
COc1ccc(CC(=O)Oc2ccc(F)c(F)c2)cc1S(=O)(=O)N1CCOCC1	0.1	-4	1	96	35*	-1.0	1.6	4	4	4
O=C(NN1CCOCC1)c1ccccc1	-0.2	4	-4	96	-1	0.3	1.3	8	0	-2
COC(=O)C1=C(SC)N(c2ccc(OC)cc2)C(c2ccccc2)CC1=O (stereo not drawn)	0.2	7	-7	102	9	1.2	0.0	9	1	4
Cc1ccc(C(=O)COc2nc(C)nc3ccccc23)cc1	0.3	1	-4	92	12	-1.9	-0.7	2	0	3
COC(=O)c1cc2c(ccn2-c2ccc(F)cc2)n1CC(=O)N1CCN(C(=O)c2ccco2)CC1	0.2	-2	-1	86	-3	-0.6	-1.1	24	-3	0
COc1cc([C@@H]2C[C@H]3CN(c4ccccc4)C(=O)[C@]34CCCN24)cc(OC)c1OC	0.1	0	-4	103	-2	-2.3	0.2	6	-1	1
O=C1C=CC(=O)N1CCNc1ncc(C(F)(F)F)cc1Cl	-1.1	-5	25	96	53*	-1.5	-2.8	-25	-11	45*
COc1ccc(-n2c(Cc3cccn3C)nnc2SCC(=O)Nc2ccc3c(c2)OCCO3)cc1	0.2	0	-1	101	6	-0.1	0.2	3	0	3
COc1cc(Cl)c(C)cc1NC(=O)CSc1nnc(-c2ccco2)n1CC(C)C	1.2	0	0	96	0	0.2	0.7	2	1	4
CCOc1ccccc1NC(=O)C(c1ccccc1)N1CCN(CC(=O)N2CCOCC2)CC1 (stereo not drawn)	0.5	-5	6	95	9	-2.1	1.1	4	2	2
COc1ccccc1NC(=O)Nc1c(C)nn(C)c1C	-0.1	0	-2	97	7	-0.4	0.3	6	0	4
CC[C@]1(C(=O)OC)[C@H]2C(=O)N(C)C(=O)[C@H]2[C@H]2CN=C(SCc3ccccc3)N21	0.4	3	-2	100	-2	-1.2	3.0	5	1	2
O=C(CCn1c(=O)oc2ccccc21)Nc1nc2ccccc2s1	-0.1	-2	2	87	3	3.3	-0.5	6	0	-3
COc1ccc(OC)c2[nH]c(=O)c(CCNC(=O)COc3ccccc3)cc12	0.2	3	0	99	5	0.0	3.7	13	-1	-3
CCOC(CNC(=O)c1cccn2c(=O)c3c(C)c(C)sc3nc12)OCC	0.0	-1	4	97	10	-1.1	-0.8	6	1	-10

Five entries from above in a different format.
Each structure is followed by: aDG glyco act, m5-HT2A agonist, Granule exo inh, ABCB6 inh 2, MC4R antagonist, MC4R barr agon, hiPSC survival, Cardio protect, N-glyco inh, ABHD5 PLIN5 PPI
COc1ccccc1NC(=O)Nc1c(C)nn(C)c1C
    -0.1, 0, -2, 97, 7, -0.4, 0.3, 6, 0, 4
CC[C@]1(C(=O)OC)[C@H]2C(=O)N(C)C(=O)[C@H]2[C@H]2CN=C(SCc3ccccc3)N21
    0.4, 3, -2, 100, -2, -1.2, 3.0, 5, 1, 2
O=C(CCn1c(=O)oc2ccccc21)Nc1nc2ccccc2s1
    -0.1, -2, 2, 87, 3, 3.3, -0.5, 6, 0, -3
COc1ccc(OC)c2[nH]c(=O)c(CCNC(=O)COc3ccccc3)cc12
    0.2, 3, 0, 99, 5, 0.0, 3.7, 13, -1, -3
CCOC(CNC(=O)c1cccn2c(=O)c3c(C)c(C)sc3nc12)OCC
    0.0, -1, 4, 97, 10, -1.1, -0.8, 6, 1, -10

(list continues)
SMILES	aDG glyco act	m5-HT2A agonist	Granule exo inh	ABCB6 inh 2	MC4R antagonist	MC4R barr agon	hiPSC survival	Cardio protect	N-glyco inh	ABHD5 PLIN5 PPI
COc1cccc2[nH]c3c(N4CCC5(CC4)OCCO5)ncnc3c12	-0.1	-5	-8	96	-4	0.3	-0.8	9	4	2
CCCCN(C(=O)/C=C/c1ccco1)c1c(N)n(Cc2ccccc2)c(=O)[nH]c1=O	0.0	-2	-3	103	14	-0.7	0.7	-3	-1	-3
COC(=O)[C@@H](Cc1ccccc1)NC(=O)[C@H]1CCC(=O)N1C(=O)OCc1ccccc1	0.1	2	-6	97	7	-1.2	-2.1	-6	-1	5
Cc1cc(C)n(C2=NS(=O)(=O)c3ccccc32)n1	0.2	2	1	89	-1	-0.3	0.3	-3	3	-2
CC1CCCCN1C(=O)CSc1nnc(-c2cccnc2)n1C1CCCCC1 (stereo not drawn)	-0.2	-1	-2	104	10	-1.1	-3.5	11	2	1
COc1ccc(OC)c(NC(=O)COC(=O)c2n[nH]c3ccccc23)c1	0.9	-3	-4	92	3	0.0	-0.3	-3	4	-2
COc1ccc(C(=O)OCCNC(=O)c2ccncc2)cc1OC	-0.1	0	?	97	5	-1.0	0.0	-2	2	4
Oc1c(C(c2ccccc2Cl)N2CCCC2)ccc2cccnc12 (stereo not drawn)	0.4	-11	7	94	17	-5.7	-1.1	10	-9	-7
C=CCOc1ccc2ccccc2c1/C=N/O	0.1	2	-1	95	-4	4.5	-1.8	-3	5	4
Cc1nc2nc(C)c(CCC(=O)O)c(C)n2n1	-0.1	-1	0	96	1	0.2	-0.6	7	-1	7
O=C(CN1C(=O)C2CC=CCC2C1=O)N1CCN(S(=O)(=O)c2ccccc2)CC1 (stereo not drawn)	-0.3	10	5	100	18	-1.6	-0.4	0	-1	-9
Nc1nc(NC(=O)c2ccc(Cl)cc2)nn1-c1ccccc1	-0.2	4	-2	101	12	-0.4	2.2	-1	0	0

Two compounds drawn at random from the list so far, as already listed:
SMILES	aDG glyco act	m5-HT2A agonist	Granule exo inh	ABCB6 inh 2	MC4R antagonist	MC4R barr agon	hiPSC survival	Cardio protect	N-glyco inh	ABHD5 PLIN5 PPI
CC1CCCCN1C(=O)CSc1nnc(-c2cccnc2)n1C1CCCCC1 (stereo not drawn)	-0.2	-1	-2	104	10	-1.1	-3.5	11	2	1
C=CCOc1ccc2ccccc2c1/C=N/O	0.1	2	-1	95	-4	4.5	-1.8	-3	5	4

Screens from PubChem BioAssay.
